# GPR55 LPI antagonism = GPR55 antagonists blocking LPI-driven arrestin recruitment, primary screen, imaging, U2OS, beta-arrestin-GFP, LPI agonist (AID 2013). U2OS GPR55 beta-arrestin-GFP translocation imaging, LPI antagonism; higher % means a stronger effect. inhibition, % at 10 µM; hits with a dose series show IC50 in µM. 0.13% of 290,000 active;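 active = spots per cell inhibited over 60%, with over 100 cells counted and total cytoplasm intensity under 500,000; inconclusive = wells with under 100 cells, flagged as likely toxic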;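 also: U2OS cells stably carrying GPR55 and arrestin-GFP stimulated by 5 µM LPI near EC80; imaged beta-arrestin-GFP aggregate spots per cell after agonist stimulation; plate controls were LPI-stimulated DMSO wells for no effect and DMSO wells without LPI for full effect; some results filed as inactive read as strong as hits; confirmed hits need IC50 under 10 µM and bright autofluorescent wells are also inconclusive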
# T cell modulator = modulates CD8 T cell binding to vesicles | 2C CD8+ T cell-vesicle binding, flow cytometry; stronger effect = lower value | calls only at 7 µM | 0.068% of 330,000 active;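 active = response, share of CD8 T cells binding vesicles, and their 90th percentile fluorescence all below set limits, cut at about 80% in these data, passing the limit was not always enough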
#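 Assay system – 2C mouse CD8+ T cells · Also added – QL9-loaded Drosophila micro-vesicles · Timing – Cell–vesicle co-incubation 1.5 h at 37 °C, staining 20 min on ice · Signal – flow cytometry of vesicle-bound cells · Measure – percent CD8+ FL2 mean versus row control · Controls – Peptide-free naked vesicles (low) and QL9 vesicles with 0.7% DMSO vehicle (high)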
# GPR35 antagonists = GPR35 antagonists blocking zaprinast-driven arrestin recruitment, primary screen, imaging, U2OS, beta-arrestin-GFP, zaprinast agonist (AID 2058). inhibition, % at 10 µM, or IC50 in µM where a hit was titrated. 0.052% of 290,000 active. U2OS GPR35 beta-arrestin-GFP translocation imaging, zaprinast antagonism; higher % means a stronger effect;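 active = inhibition of at least 50% with at least 30 cells and total cytoplasm GFP at most 10,000,000; inconclusive = under 30 cells or total GFP of 10,000,000 plus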
# GPR55 beta-arrestin = selective activators of receptor GPR55 – imaging, U2OS cells, beta-arrestin-GFP redistribution, primary screen (AID 1961); 0.048% of 290,000 active; activation, % at 10 µM, or EC50 in µM where a hit was titrated; U2OS GPR55 beta-arrestin-GFP redistribution imaging; higher % means a stronger effect;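 active = activation above 40% with more than 50 cells counted in the well; inconclusive = wells holding fewer than 50 cells, flagged as toxic or sparse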;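 also: U2OS osteosarcoma cells stably expressing GPR55 and beta-arrestin-GFP; plate controls were DMSO negative control for no effect and LPI positive control for full effect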
# KOR beta-arrestin-1 = kappa opioid receptor activators – cell-based, luminescence, uHTS, primary screen (AID 1777). activation, % at 10 µM, or EC50 in µM where a hit was titrated. 0.02% of 280,000 active. KOR beta-arrestin recruitment, luminescence; higher % means a stronger effect; in the data active = activation above about 50%, passing the limit was not always enough; also: a part of the inactive calls stands beside numbers as strong as those of hits
# Salmonella PhoP GFP = PhoP-dependent GFP reporter repression – Salmonella Typhimurium, primary screen (AID 1863); S. Typhimurium PhoP-regulated promoter GFP reporter, 4 h; higher % means a stronger effect; inhibition, % at 50 µM, or IC50 in µM where a hit was titrated; 0.16% of 300,000 active;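 active = inhibition over 29.93%, a cutoff 3 SD above the screen mean, later confirmed by dose response; inconclusive = inhibition over 29.93% but no dose response follow-up; inactive = inhibition at most 29.93% or unconfirmed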;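 also: 0% = low Mg2+ inducing control and 100% = high Mg2+ repressing control; strong numbers were not always called active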
# KOR beta-arrestin-2 = KOR antagonists, beta-arrestin recruitment, cell-based, luminescence, uHTS (AID 1778); KOR beta-arrestin recruitment, luminescence, antagonist mode; higher % means a stronger effect; inhibition, % at 10 µM; hits with a dose series show IC50 in µM; 0.091% of 290,000 active; in the data active = inhibition above about 50%; also: strong numbers were not always called active
# NTR1 agonist = NTR1-driven beta-arrestin-GFP spot formation – imaging, U2OS cells, high content, primary screen (AID 493036); 0.17% of 330,000 active; agonist mode; activation, % at 20 µM; P30989;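 active = activation at or above 40% of the spot to cytoplasm intensity ratio, with at least 20 cells analyzed; inconclusive = wells under 20 cells, flagged as cytotoxic or low count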;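 also: 0% = DMSO without peptide and 100% = 100 nM NTR1 peptide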
# Target sequence (P30989 whole entry, looked up): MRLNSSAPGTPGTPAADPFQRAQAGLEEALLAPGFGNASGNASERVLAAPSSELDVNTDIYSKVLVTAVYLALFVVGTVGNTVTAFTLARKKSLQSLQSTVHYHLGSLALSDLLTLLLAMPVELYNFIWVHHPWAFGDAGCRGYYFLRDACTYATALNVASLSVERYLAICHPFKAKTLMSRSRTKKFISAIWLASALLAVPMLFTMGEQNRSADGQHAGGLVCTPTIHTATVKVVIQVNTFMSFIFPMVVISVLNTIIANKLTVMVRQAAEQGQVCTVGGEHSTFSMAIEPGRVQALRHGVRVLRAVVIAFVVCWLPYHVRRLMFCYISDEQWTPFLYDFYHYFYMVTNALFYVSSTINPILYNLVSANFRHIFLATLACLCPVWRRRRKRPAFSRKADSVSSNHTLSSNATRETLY
# West Nile virus CPE = West Nile virus antiviral activity, cell-based, CPE readout (AID 1621); West Nile virus-infected cells, CPE inhibition; higher % means a stronger effect; CPE inhibition, % at 10 µM, or IC50 in µM where a hit was titrated; 0.02% of 290,000 active; in the data active = a potency from the dose series; inconclusive = CPE inhibition mostly from about 3.7% at the one dose, without a potency; inactive = the rest, 99 in 100 with CPE inhibition below about 2.2%; also: strong numbers were not always called active
# T cell modulator vesicle-bound % = also measured in T cell modulator; calls as there; double positive events, %; measured here: CD8+ vesicle-bound cell fraction;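 binding gate set so that unloaded-vesicle control wells show 10% double positive cells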
# NTR1 agonist cell count 20 µM = also measured in NTR1 agonist; calls as there; cell count; measured here: cell count, cytotoxicity flag
# * = called active by the depositor; i = inactive; ? = inconclusive; / = no result given; [ ] = dose if it differs, or a comment.
SMILES,GPR55 LPI antagonism,T cell modulator,T cell modulator vesicle-bound %,GPR35 antagonists,GPR55 beta-arrestin,KOR beta-arrestin-1,Salmonella PhoP GFP,KOR beta-arrestin-2,NTR1 agonist,NTR1 agonist cell count 20 µM,West Nile virus CPE
CCC(CC)C(=O)c1c[nH]c(C(=O)NCCc2ccccn2)c1,-1%,i,39,24%,-0.1%,-0.3%,-7%,-5%,1.1,60,-0.1%
CCC(C)[C@H](NC(=O)NC1CCCc2ccccc21)C(=O)O (stereo partly specified),9%,i,51,22%,-0.1%,-1.2%,-4%,1%,-0.4,80,0.5%
COc1ccc(OCc2cc(C(=O)NCC3(C)COC3)no2)c(Cl)c1,8%,i,7,-8%,-0.1%,-0.2%,-3%,-8%,0.5,45,-0.7%
O=C(OCC(=O)N1CCOCC1)c1ccc(F)cc1Cl,-16%,i,25,2%,-0.1%,4.4%,2%,-30%,0.6,39,0.4%
Cc1ccc(C2C(C(=O)c3cc4ccccc4o3)=C(O)C(=O)N2CCN2CCOCC2)cc1 (stereo unspecified),19%,i,12,11%,-0.2%,-2.4%,-13%,27%,-0.2,78,-0.1%
COC(=O)Cn1ccc2cc(S(=O)(=O)N3CCCCCC3)ccc21,-1%,i,11,-15%,-0.1%,-3.5%,-5%,21%,0.1,67,0.5%
Cc1sc2nc(CSc3nnnn3-c3ccc(Cl)cc3)[nH]c(=O)c2c1C,2%,i,44,-5%,-0.3%,12%,11%,24%,5.5,62,-0.6%
O=[N+]([O-])c1cccnc1N1CCC(c2cc(-c3ccc(Cl)cc3)n[nH]2)CC1,-7%,i,45,3%,0.0%,-2.2%,19%,-73%,19,95,/
CCOc1cc(C(c2c(C)[nH][nH]c2=O)c2c(C)[nH][nH]c2=O)ccc1O,3%,i,44,7%,-0.2%,-5.6%,6%,-12%,5.7,48,-0.6%
C/C(=N\NC(=O)c1cccc(C)c1)c1cccc(NC(=O)c2ccco2)c1,-1%,i,29,1%,-0.1%,4.6%,-6%,-8%,1.3,63,0.9%
CCOC(=O)c1cc2sccc2n1CC(=O)O,-7%,i,33,12%,0.3%,5.2%,-5%,-16%,1.7,40,-0.2%
Fc1ccc(CNCc2ccc3c(c2)OCO3)cc1,-9%,i,60,2%,-0.1%,-3.4%,3%,7%,-0.5,64,-1.0%
COc1ccc(-c2nnc3sc(-c4cccs4)nn23)cc1OC,4%,i,31,7%,-1.0%,0.8%,0%,-5%,5.9,65,-0.3%
COc1cccc(CNC23CC4CC(CC(C4)C2)C3)c1OCc1ccccc1,5%,i,25,7%,0.2%,-1.5%,-7%,23%,16,59,-1.2%
COc1ccc(CNC(=O)CN(c2cccc(OC)c2)S(C)(=O)=O)cc1,15%,i,27,13%,0.2%,-3.8%,-4%,-12%,-0.5,56,-0.6%
Cc1ccccc1Cn1nc(C)c(NC(=O)c2noc3c2CCc2ccccc2-3)c1C,-8%,i,54,-12%,-0.3%,-1.7%,41%,22%,0.8,84,1.5%
Cc1nc2ccccc2nc(C)c1=NO,-1%,i,47,20%,-0.1%,3.4%,-3%,-23%,0.4,101,0.1%
O=C(O)c1ccccc1NC(=O)C(Cc1ccccc1)N1C(=O)c2ccccc2C1=O (stereo unspecified),-2%,i,7,1%,0.0%,4.2%,-1%,-25%,0.4,67,0.0%
O=C(CN1C(=O)S/C(=C\c2ccccc2Cl)C1=O)NC1C=CS(=O)(=O)C1 (stereo unspecified),15%,i,38,19%,-0.2%,-0.9%,5%,21%,1.1,72,3.1%
COc1ccc(CCNS(=O)(=O)c2cnc(Cl)c(Br)c2)cc1OC,-6%,i,41,-4%,-0.1%,1.8%,0%,28%,1.8,49,0.5%
COc1cc(/C=N/N=C2/NC(=O)C(CC(=O)O)S2)ccc1OCc1ccc(Cl)cc1 (stereo unspecified),73%,i,30,12%,-0.6%,-1.5%,-6%,42%,-1.1,57,0.8%
CC(=O)Nc1cccc(Oc2ccc3c(c2)C(=O)N(CCC(=O)O)C3=O)c1,-6%,i,3,16%,-0.1%,2.2%,-13%,7%,-2.1,42,0.4%
COC(=O)Cc1c(CSc2ccccc2)oc2ccc(O)c(CN(C)C)c12,4%,i,53,10%,0.0%,3.8%,-7%,-8%,-0.2,68,-0.1%
Cc1cc2ncc(S(=O)(=O)C(C)(C)C)c(N)n2n1,-2%,i,40,2%,-0.3%,-4.0%,-6%,-18%,0.9,60,-0.2%
CC(C(=O)N1CCc2ccccc21)N1CCN(Cc2ccccc2)CC1 (stereo unspecified),22%,i,8,24%,0.0%,0.4%,6%,7%,-0.8,46,-0.5%
CC1CC1C(=O)OCC(=O)Nc1cccc(S(=O)(=O)NC2=NCCCCC2)c1 (stereo unspecified),8%,i,45,26%,0.3%,1.2%,-9%,-14%,-0.3,63,0.1%
COCCNC(=O)c1ccc(CS(=O)(=O)c2ccccc2)o1,15%,i,20,10%,0.0%,0.1%,8%,11%,3.4,78,-0.2%
CCCCC(=O)Nc1ccc(C(=O)Nc2cc(C(F)(F)F)ccc2Cl)cc1,2%,i,51,5%,0.1%,0.6%,12%,17%,7.6,47,-0.6%
CC(C)Cc1nnc(NC(=O)CCC(=O)NCCc2ccccc2)s1,1%,i,7,0%,-0.1%,6.4%,4%,-32%,-0.2,69,0.3%
CCCCOc1ccc(C(=O)N/C(=C\c2cccc([N+](=O)[O-])c2)C(=O)OC(C)C)cc1,15%,i,49,15%,0.3%,-0.3%,1%,-7%,1.2,44,-0.3%
COc1ccccc1NC(=O)COc1ccc(/C=N/n2cnnc2)cc1OC,14%,i,34,5%,0.6%,-4.9%,-3%,-15%,-0.8,51,-0.5%
COc1ccc(-n2c(SC3CCOC3=O)nc3ccccc3c2=O)cc1Cl (stereo unspecified),8%,i,24,-6%,-0.3%,-1.8%,3%,-3%,5.0,32,-0.6%
CN1CCN(NC(=O)CN2C(=O)/C(=C/c3ccccc3F)SC2=S)CC1,13%,i,63,-9%,-0.2%,-3.9%,-12%,27%,-1.6,97,-0.7%
Cc1cc(=O)[nH]c(N/N=C/c2c(C)nn(-c3ccccc3)c2Cl)n1,11%,i,30,1%,0.0%,0.1%,/,-15%,4.7,52,0.0%
Fc1ccc(N2N=C(c3cccs3)CC2c2ccco2)c(F)c1 (stereo unspecified),-5%,i,40,4%,0.0%,2.7%,11%,8%,5.4,90,?
CC1CC(C)(C)NC(=S)N1CCCC(=O)N1CCN(c2ccc(F)cc2)CC1 (stereo unspecified),7%,i,36,-7%,0.2%,5.3%,-10%,27%,0.1,59,-0.9%
COc1ccc(NC(=O)CCNS(=O)(=O)c2ccc3[nH]c(=O)oc3c2)cc1Cl,1%,i,3,11%,0.5%,-2.7%,3%,1%,0.3,63,0.2%
COc1ccc(/C=N/Nc2ncnc3c2[nH]c2ccc(C)cc23)c(OC)c1OC,16%,i,26,3%,0.3%,0.6%,-21%,-33%,3.6,65,-0.3%
O=C(O)C1C2C=CC3(CN(Cc4ccccn4)C(=O)C13)O2 (stereo unspecified),13%,i,11,-17%,-1.7%,3.8%,-6%,-20%,-1.3,87,-0.3%
CCOC(=O)N1CCN(CC(O)COc2ccccc2C(C)CC)CC1 (stereo unspecified),6%,i,52,14%,-0.1%,8.5%,-2%,11%,1.6,50,-0.2%
CC(C)c1ccccc1OCC(O)CN(CC(O)COc1cccc2ccccc12)C(C)C (stereo unspecified),22%,i,25,-6%,-0.2%,1.0%,6%,-53%,46*,48*,1.4%
CCOCCCNC(=O)C(c1ccc(Cl)cc1)N(Cc1ccc2c(c1)OCO2)C(=O)CNC(C)=O (stereo unspecified),6%,i,10,10%,0.4%,-1.2%,-2%,7%,-1.2,48,-0.3%
CC(C)N(Cc1nc(-c2ccccc2)no1)C(=O)C(C)(C)C,-4%,i,40,-7%,-0.1%,-2.4%,-6%,30%,0.4,49,0.1%
Cc1cc(OCCn2ccnc2)cc(C(C)C)c1,-2%,i,19,-15%,-0.1%,2.3%,3%,-24%,0.3,38,-1.6%
COC(=O)c1ccc(OCC(O)CN(CCO)CCO)cc1 (stereo unspecified),-1%,i,32,4%,-0.2%,-2.0%,-1%,-8%,0.1,85,0.3%
COCCC(=O)N1CCC(Oc2ccc(C(=O)N3C[C@@H]4CCC[C@H]3C4)cc2)CC1,-3%,i,22,-6%,-0.1%,4.1%,0%,-24%,-0.2,56,0.3%
CCn1cc([N+](=O)[O-])c(C(=O)Nc2ccn(Cc3ccccc3)n2)n1,0%,i,9,-3%,-0.2%,0.6%,4%,-20%,-0.8,41,-0.6%
CCCOC(=O)c1ccc(O)c(OC)c1,7%,i,64,4%,-0.2%,3.8%,1%,10%[20 µM],2.0,64,-0.1%
Cc1cccc(NC(=O)N2CCC(NC(=O)C3CCCCC3)CC2)c1,3%,i,30,8%,-0.2%,3.6%,6%,2%,-0.8,50,-0.3%
O=C(/C=C/c1ccccc1Cl)NCCCn1ccnc1,15%,i,14,-7%,0.4%,0.3%,2%,1%,-0.9,63,-0.6%
COc1ccc(CNC(=O)c2cc(C(C)=O)c[nH]2)cc1,-8%,i,18,0%,-0.1%,-3.2%,4%,-11%,1.8,75,-0.5%
O=C(NC12CCC(O)C(SC1)/C2=N/O)c1ccccc1 (stereo unspecified),16%,i,42,3%,-0.1%,-9.9%,-1%,5%,0.6,91,0.6%

# Among those listed so far, 3 have an aryl thioether with sulfur outside any ring:
SMILES,GPR55 LPI antagonism,T cell modulator,T cell modulator vesicle-bound %,GPR35 antagonists,GPR55 beta-arrestin,KOR beta-arrestin-1,Salmonella PhoP GFP,KOR beta-arrestin-2,NTR1 agonist,NTR1 agonist cell count 20 µM,West Nile virus CPE
Cc1sc2nc(CSc3nnnn3-c3ccc(Cl)cc3)[nH]c(=O)c2c1C,2%,i,44,-5%,-0.3%,12%,11%,24%,5.5,62,-0.6%
COC(=O)Cc1c(CSc2ccccc2)oc2ccc(O)c(CN(C)C)c12,4%,i,53,10%,0.0%,3.8%,-7%,-8%,-0.2,68,-0.1%
COc1ccc(-n2c(SC3CCOC3=O)nc3ccccc3c2=O)cc1Cl (stereo unspecified),8%,i,24,-6%,-0.3%,-1.8%,3%,-3%,5.0,32,-0.6%
